# RXFP1 ag: qHTS Assay for Agonists of the Relaxin Receptor RXFP1 | Potency, µM (top dose mostly 57.5 µM), inactives show at the highest dose activation, hits mostly activators | Relaxin receptor 1 (Homo sapiens), Q9HBX9 | HEK293T-RXFP1 cAMP TR-FRET, 30 min; response scale: percent of porcine relaxin response, buffer zero | hit rate 0.3% among 370,000; further: potency means the concentration at half of the fitted maximal effect; on the % scale 0 is the no-effect control and ±100 the full control effect; nearly all actives have a fitted effect of over 60% in size; many of its hits are not listed in these tables
#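 Agonist response is measured as cAMP accumulation in an RXFP1-transfected HEK293T line under PDE4 inhibition. Values are scaled between buffer-only and 29 nM porcine relaxin, and EC50s come from standard Hill equation fits.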
# IDH1 R132H inh: qHTS for Inhibitors of mutant isocitrate dehydrogenase 1 (IDH1): qHTS; Potency, µM (series often up to 76.6 µM), for the others: top-dose activity change, negative = inhibition, usual class: inhibitors; IDH1-R132H enzyme, NADPH consumption, diaphorase/resazurin fluorescence; hit rate 0.093% among 390,000; AID 602179, 2012; further: potency means the concentration at half of the fitted maximal effect; on the % scale 0 is the no-effect control and ±100 the full control effect; nearly all actives have a fitted effect of over 65% in size
#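 IDH1-R132H (0.5 ug/mL) preincubated 30 min with compound, then NADPH (0.016 mM) and alpha-KG (2 mM) added; 80 min at RT, pH 7.5. Remaining NADPH coupled via diaphorase/resazurin to fluorescence (540/590 nm); concentration-response curves normalized to no-enzyme control.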
# USP1 inh: Inhibitors of USP1/UAF1: Primary Screen; hit rate 0.23% among 390,000; Potency, µM (titrated, usually from 57.1 µM), inactives show top-dose activity change, negative = inhibition, usual class: inhibitors; Ubiquitin carboxyl-terminal hydrolase 1 (Homo sapiens), O94782; recombinant USP1/UAF1, Ub-Rhodamine cleavage fluorescence; further: potency means the concentration at half of the fitted maximal effect; on the % scale 0 is the no-effect control and ±100 the full control effect; nearly all actives have a fitted effect of over 60% in size; inactives centre near -12
#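 1 nM enzyme complex + cpd, 15 min RT; start with Ub-Rho 150nM final; kinetic fluorescence ex 480/em 540, 6 reads q60 s. Buffer 50mM HEPES pH 7.8, 0.5mM EDTA, 0.1 mg/ml BSA, 1mM TCEP, 0.01% Tween-20.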
# PI4K2A block: qHTS for small molecular inhibitors of PI4K2A; Phosphatidylinositol 4-kinase type 2-alpha (Homo sapiens), Q9BTU6; purified PI4K2A, ADP-Glo luminescence, 1 h; active compounds read low; activity change, negative = inhibition, % at 76.9 µM; hit rate 0.13% among 420,000; in the data active means activity change below about -50%; inconclusive means mostly about -30% to -49%;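 further: -100% = wells without enzyme as full effect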
# Target sequence (Q9BTU6 whole entry, looked up): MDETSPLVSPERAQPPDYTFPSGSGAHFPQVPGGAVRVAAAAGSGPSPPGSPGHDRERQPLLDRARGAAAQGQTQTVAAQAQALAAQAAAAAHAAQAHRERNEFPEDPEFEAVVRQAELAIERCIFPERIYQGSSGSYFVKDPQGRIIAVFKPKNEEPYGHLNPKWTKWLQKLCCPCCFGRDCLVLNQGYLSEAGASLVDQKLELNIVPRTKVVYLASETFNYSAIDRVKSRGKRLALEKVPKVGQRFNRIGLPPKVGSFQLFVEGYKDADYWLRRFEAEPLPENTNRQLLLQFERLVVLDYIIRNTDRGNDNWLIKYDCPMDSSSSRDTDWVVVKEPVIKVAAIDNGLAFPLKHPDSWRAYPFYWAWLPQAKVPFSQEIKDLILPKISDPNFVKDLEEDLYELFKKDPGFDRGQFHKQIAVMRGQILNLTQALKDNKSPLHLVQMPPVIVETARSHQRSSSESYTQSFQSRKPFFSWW
#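 ADP-Glo luminescence measured ADP generated by PI4K2A enzyme (4 ug/mL before mixing) with 1.2 mM PI substrate (pre-mix) and 300 microM ATP (pre-mix). Tris pH7.5 buffer with MgCl2, Triton X-100; 1 h reaction at ambient temperature.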
# TrxR1 substrate: qHTS Assay for Substrates of Mammalian Selenoprotein Thioredoxin Reductase 1 (TrxR1): qHTS; Thioredoxin reductase 1, cytoplasmic (Rattus norvegicus), O89049; purified TrxR1 substrate turnover, NADPH consumption readout; Potency, µM (titrated, usually from 114 µM), for the others: top-dose activity change, negative = substrate turnover; hit rate 0.01% among 390,000; AID 588456, 2011; further: potency means the concentration at half of the fitted maximal effect; on the % scale 0 is the no-effect control and ±100 the full control effect; nearly all actives have a fitted effect of over 50% in size
#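 Rat TrxR1, dispensed at 90 nM, was prereduced with 400 uM NADPH (final) for 5 min at ~22 deg C, then incubated with compound 15 min before 400 uM selenite. A first-read NADPH fluorescence drop versus no-compound background flagged substrates.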
# GRP78 ERSR act: qHTS for Inducers of the Endoplasmic Reticulum Stress Response (ERSR) in Human Glioma: qHTS. U87-MG GRP78 promoter luciferase reporter, 16 h. Potency, µM, for the others: top-dose activation, actives largely listed as activators. hit rate 0.02% among 420,000. AID 602332, 2012; further: potency means the concentration at half of the fitted maximal effect; series mostly up to about 76 µM; % of control where 0% means no effect; nearly all actives have a fitted effect of over 35% in size
#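 Stably transfected U87-MG glioma cells carrying a GRP78-based luciferase sensor; 16 h compound incubation. Luminescence end-point read 10 min after Bright-Glo addition at room temperature.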
# Vif-A3F inh: qHTS for Inhibitors of Vif-A3F Interactions: qHTS; HeLa A3F-eYFP + Vif (tagged APOBEC3F with the HIV-1 protein that degrades it), YFP fluorescence increase; Potency, µM (titrated, usually from 46.1 µM), for inactives: at the highest dose activity, negative = active; hit rate 0.2% among 390,000; further: potency means the concentration at half of the fitted maximal effect; % of control where 0% means no effect; nearly all actives have a fitted effect of over 65% in size
#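 Fluorescence increase (Ex 488/Em 500-530) after overnight compound treatment at 37 deg C flags inhibition of Vif-driven A3F-eYFP loss in stable HeLa A3F-eYFP/Vif cells seeded overnight beforehand.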
# LDHA block: qHTS assay for inhibitors of human lactate dehydrogenase. activity change, % (values are at about 110 or 230 µM). purified LDHA, NADH/diaphorase-resazurin fluorescence; active compounds read low. L-lactate dehydrogenase A chain (Homo sapiens), P00338. hit rate 0.15% among 480,000; in the data active means activity change below about -30%; inconclusive means mostly about -25% to -30%;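 further: plate controls were DMSO wells for no effect and wells without enzyme for full effect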
#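 Remaining NADH was detected by diaphorase (0.133 mg/mL) converting 37 µM resazurin to fluorescent resorufin, read at 0 and 20 minutes. The preceding 5-minute room-temperature reaction used 2 nM LDHA, 0.2 mM sodium pyruvate and 0.06 mM NADH at pH 7.4.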
# Vif-APOBEC3G blk: qHTS for Inhibitors of Vif-A3G Interactions: qHTS; DNA dC->dU-editing enzyme APOBEC-3G (Homo sapiens), Q9HC16; HeLa A3G-eYFP + Vif (tagged APOBEC3G with the HIV-1 protein that degrades it), YFP fluorescence, overnight; Potency, µM (top dose mostly 46.1 µM), without a hit: at the highest dose activity, negative = active, usual class: inhibitors; hit rate 0.076% among 410,000; AID 602310, 2012;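 further: potency means the concentration at half of the fitted maximal effect; on the % scale 0 is the no-effect control and ±100 the full control effect; nearly all actives have a fitted effect of over 60% in size; hits raise eYFP signal because A3G escapes Vif-driven loss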
# Target sequence (Q9HC16 whole entry, looked up): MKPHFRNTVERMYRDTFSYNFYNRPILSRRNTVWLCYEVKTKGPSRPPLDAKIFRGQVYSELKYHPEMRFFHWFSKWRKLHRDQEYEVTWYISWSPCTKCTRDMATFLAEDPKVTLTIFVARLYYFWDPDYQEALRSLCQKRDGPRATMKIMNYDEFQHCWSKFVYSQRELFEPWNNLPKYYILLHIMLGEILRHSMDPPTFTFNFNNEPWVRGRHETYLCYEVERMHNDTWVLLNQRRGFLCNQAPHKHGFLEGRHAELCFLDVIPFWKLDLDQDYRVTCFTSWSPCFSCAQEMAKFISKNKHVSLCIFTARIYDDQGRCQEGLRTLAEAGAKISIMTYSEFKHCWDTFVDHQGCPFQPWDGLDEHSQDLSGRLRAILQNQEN
#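 HeLa cells stably expressing Vif and C-terminally eYFP-tagged A3G, seeded overnight at 37 deg C, then exposed to compound by pintool overnight at 37 deg C. Rise in yellow fluorescence (Ex 488/Em 500-530, Acumen) marks blocked Vif-driven A3G degradation.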
# * hit, by the source's call; ? = inconclusive; nt = no result given; & = joins results of further samples; [ ] = dose if it differs, or a comment. Unless noted, the call rests on the fitted dose curve; in most records, active means well fitted curve in the direction sought with a large enough effect; inconclusive means small, poorly fitted or top-dose-only effect, or another doubt; inactive means no such curve, though single readings can be large; an effect the other way counts as inactive or inconclusive. Only part of the results is shown. The share of hits here may be higher or lower than overall.
cpd	Structure	RXFP1 ag	IDH1 R132H inh	USP1 inh	PI4K2A block	TrxR1 substrate	GRP78 ERSR act	Vif-A3F inh	LDHA block	Vif-APOBEC3G blk
1	COc1ccc([N+](=O)[O-])cc1NS(=O)(=O)c1ccc(C(=O)N2CCCC2)cc1	0.6%	-1%	1%	-1	-6%	-1%	-14%	-5	1%
2	Cc1ccc2cc3c(nc2c1)N(c1ccccc1)CC3	7.5%	1%	-21%	7	37%[activator][57.1 µM]	-2%	-1%	-7	-3%
3	CCc1nc2sc3c(c2c(=O)o1)CCCC3	0.4%	12%	-2%	6	-10%	2%	-17%	0	0%
4	O=C(C1=C(O)C(=O)N(CCN2CCOCC2)C1c1ccc([N+](=O)[O-])cc1)c1cc2ccccc2o1 (stereo not drawn)	2.7%	-3%	-3%	-2	-7%	-3%	13%	4	2%
5	CCOC(=O)N1CCC(N(CCN(C)C)C(=S)Nc2ccccc2C)CC1	0.2%	-5%	-3%	-5	2%	-1%	-6%	-2	1%
6	COc1cccc(-c2ccc3nnc(SCC(=O)Nc4ccc(NC(C)=O)cc4)n3n2)c1	5.1%	-7%	-19%	?	-3%[57.1 µM]	-4%	3%	-5	-3%
7	COC(=O)c1ccc(C)c(NC(=O)CN(c2ccccc2)S(=O)(=O)N(C)C)c1	1.6%	4%	-18%	-3	9%[57.1 µM]	-4%	5%	-13	-3%
8	CC(=O)n1cc([C@H]2C=C(C(=O)N3CCN(Cc4ccccc4)CC3)O[C@@H](OCc3ccc(CO)cc3)C2)c2ccccc21	-1.6%	0%	?	-3	-14%	-2%	-14%	3	1%
9	CCOc1cc(C=C(C(=O)OC)C(=O)OC)ccc1OCc1ccc([N+](=O)[O-])cc1	4.3%	-1%	-9%	-7	0%	-7%	nt	-1	-23%
10	O=C(COc1ccc([N+](=O)[O-])cc1)NN=C1CCCC1	4.5%	-3%	1%	0	-8%	-3%	3%	-6	-1%
11	O=C(c1ccco1)N1CCN(S(=O)(=O)c2ccc(S(=O)(=O)NC3CCCC3)cc2)CC1	-0.1%	2%	-14%	7	3%	-3%	-5%	2	0%
12	O=C(Cn1c(NCCO)nc2ccccc21)NCC(F)(F)F	1.5%	4%	-16%	-8	0%	-8%	-2%	-5	3%
13	CN(c1cccc(NC(=O)CN(c2ccc(C34CC5CC(CC(C5)C3)C4)cc2)S(C)(=O)=O)c1)S(C)(=O)=O	0.5%	-2%	-21%	-1	10%[57.1 µM]	3%	0%	-7	7%
14	O=C(CSc1cccc[n+]1[O-])Nc1ccc(C(F)(F)F)cc1[N+](=O)[O-]	0.9%	-1%	-10%	1	-8%	-3%	16%	-1	-2%
15	CCN(CC)c1nc(=S)nc(NC(C)(C)C)[nH]1	-2.0%	1%	-24%	-7	3%	-4%	-14%	-2	0%
16	COc1ccc2c(COC(=O)c3ccc(C)c(S(=O)(=O)N4CCOCC4)c3)cc(=O)oc2c1	nt	2%	-10%	-9	63%[activator]	-4%	-1%	2	0%
17	CCc1cc(C(=O)c2ccccc2OC)c(N)s1	-1.3%	6%	-1%	4	1%	0%	-2%	-4	-6%
18	COC(=O)Cc1csc(NC(=O)c2ccc3ncsc3c2)n1	1.4%	8%	-28%	5	3%	-2%	2%	-2	-13%
19	CCN(CC)c1ccc(NC(=O)c2ccc3c(c2)c(C)c(C)n3C)cc1	-0.3%	7%	-24%	-4	-4%[57.1 µM]	14%	-21%	6	?
20	CCOCCc1nnc(NC(=O)C(CC)c2ccccc2)s1 (stereo not drawn)	1.7%	13%	-6%	-3	-3%	-7%	2%	-7	1%
21	Cc1ccc(C(=O)Nc2cccnc2)cc1S(=O)(=O)N1CCCC1	0.2%	-1%	-1%	5	3%	-3%	-4%	-1	0%
22	Cc1ccccc1N1C(=O)CC(N2CCN(C(=O)c3ccco3)CC2)C1=O (stereo not drawn)	2.2%	-8%	-26%	-1	7%	-1%	-4%	0	-3%
23	Cc1ccc2cccc(N=Cc3c(C)[nH]n(-c4ccccc4)c3=O)c2n1	2.1%	3%	-23%	-3	-7%	-2%	?	6	-13%
24	COc1cc(-c2nnc(COc3ccc4cc(Br)ccc4c3)o2)cc(OC)c1OC	?	-2%	-3%	0	-1%	-1%	-7%	0	0%
25	CC(=O)Nc1ccc(NC(=O)C23CC4CC(C2)CC(n2cnc(Br)n2)(C4)C3)cc1	-0.4%	4%	-13%	-1	-1%[57.1 µM]	-3%	3%	-10	-3%
26	Cc1ccc(CCNC(=O)c2c(C)oc3nc(C)nc(N4CCOCC4)c23)cc1	1.0%	12%	-11%	2	0%	-4%	0%	-3	6%
27	CCOC(=O)c1[nH]c(C)c(C(=O)Nc2cccc(Cl)c2C)c1C	2.0%	3%	-15%	-3	-1%	-1%	-17%	-3&-11	?
28	Cc1nnc(N2CCC(C(=O)NC(C)C)CC2)c2nn(-c3ccccc3)c(C)c12	25%	2%	-14%	-2	-1%[57.1 µM]	-4%	-9%	-8	4%
29	COc1ccc(N(C(=O)c2snc(C(N)=O)c2N)C(C(=O)NCc2ccc(F)cc2)c2ccc(C)o2)c(OC)c1 (stereo not drawn)	-1.5%	0%	-10%	0	19%	-4%	5%	-3	-4%
30	Cc1ccc(N(CC(=O)N/N=C/c2cccs2)S(C)(=O)=O)cc1	-7.7%	0%	-10%	-4	-1%	-3%	-14%	4	-3%
31	O=C1CCC(C(=O)N2CCC(O)CC2)CN1CCc1ccc(Cl)cc1 (stereo not drawn)	-1.0%	2%	-11%	0	0%	-4%	-3%	0	0%
32	CN1C(=O)C(=C2CCCCCC2)SC1=S	1.7%	10%	-24%	-10	-24%[57.1 µM]	-2%	7%	-1	3%
33	Cn1cc(CN2CCN(c3cnccn3)CC2)c(-c2cccc(Cl)c2)n1	1.3%	5%	-17%	-6	9%[11.4 µM]	1%	-7%	-6	-8%
34	CCS(=O)(=O)N1CCc2cc(C(=O)Nc3cccc(C)c3C)ccc21	-5.3%	-4%	-12%	4	-8%	1%	0%	-4	2%
35	COc1cc(C(=O)NCc2ncccc2C)ccc1OC1CCN(C(C)=O)CC1	8.1%	4%	-9%	2	-2%	-5%	4%	3	-2%
36	C=C(C)CNC(=O)c1ccc(OC2CCN(S(=O)(=O)N(C)C)CC2)cc1	1.2%	2%	-3%	9	9%[57.1 µM]	1%	7%	-9	1%
37	Cc1noc(-c2ccc(N(C)Cc3ccccc3)c([N+](=O)[O-])c2)n1	5.5%	12%	-18%	3	-2%	1%	3%	-5	5%
38	Cc1ccc(-c2nnc(Nc3ccc(OCC(N)=O)cc3)c3ccccc23)cc1S(N)(=O)=O	2.3%	8%	-9%	3	4%	1%	0%	7	0%
39	CCCN1CCc2c(sc(NC(=S)NC(=O)c3ccccc3)c2C#N)C1	4.8%	-1%	-29%	-3	-1%	14%	25µM*	3	-30%
40	COc1cccc(-c2c(C(=O)N/N=C(\C)c3cccs3)nnn2-c2nonc2N)c1	-1.6%	0%	-11%	-3	3%	-4%	10%	-11	7%
41	COc1ccccc1Oc1coc2c(CN3CCOCC3)c(O)ccc2c1=O	10%	18%	-19%	-2	205%[activator]	-7%	-20%	-13	3%
42	CCOc1ccc(CCNC(=O)CCn2ccc3cc(S(=O)(=O)N4CCCC4)ccc32)cc1	-0.9%	0%	?	-4	5%[57.1 µM]	-2%	0%	-1	6%
43	O=C(/C=C/c1ccccc1)N/C(=C/c1ccccc1)C(=O)Nc1ccc(C(=O)O)cc1	-0.2%	5%	-11%	-1	4%[57.1 µM]	-4%	-5%	-1	1%
44	N#Cc1ccc(C(=O)NN2C(=O)NC3(CCCCC3)C2=O)cc1	-0.8%	0%	1%	0	-3%	-2%	-25%	-4	0%
45	CCN(C(=O)CSc1nnc(-c2ccccc2)o1)c1c(N)n(Cc2ccccc2)c(=O)[nH]c1=O	0.1%	-1%	-9%	-6	-2%[57.1 µM]	-2%	3%	-3	-2%
46	CC(C)(C)c1ccc(S(=O)(=O)CC(O)CSc2nc3c(cc2C#N)CCCC3)cc1 (stereo not drawn)	5.9%	9%	-21%	3	3%	-3%	-6%	-2	2%
47	CCSc1ncc(C#N)c(N)n1	1.9%	5%	3%	5	0%	1%	-9%	-1	-2%

# Source: PubChem BioAssay
